Screening data as filed in PubChem BioAssay.
VEEV TC-83 Vero = inhibitors of VEEV TC-83 cytopathic effect, confirmation, Vero cells (AID 588727); one-dose inhibition, % at 20 µM; IC50 in µM for titrated hits; Vero cells, VEEV TC-83 cytopathic effect inhibition; higher % means a stronger effect; 350,000 compounds, 0.13% hits; in the data active = a potency from the dose series; inconclusive = inhibition mostly from about 14% at the one dose, without a potency; inactive = the rest, 99 in 100 with inhibition below about 12%; note: strong numbers were not always called active
tuberculosis growth = growth inhibition of non-replicating M. tuberculosis (AID 488890); Mycobacterium tuberculosis non-replicating, growth inhibition; higher % means a stronger effect; inhibition, % at 25 µM; hits with a dose series show IC50 in µM; 320,000 compounds, 0.39% hits; in the data active = a potency from the dose series; inconclusive = inhibition mostly from about 82% at the one dose, without a potency; inactive = the rest, 99 in 100 with inhibition below about 76%;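 note: plate controls were DMSO cells for no effect and high antibiotic wells for full effect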
Salmonella PhoP GFP = Inhibition of PhoP regulon, Salmonella typhi GFP reporter cells, confirmation, 4 h (AID 1850). Salmonella Typhi PhoP-promoter GFP reporter, fluorescence, 4 h; higher % means a stronger effect. inhibition, % at 50 µM; hits with a dose series show IC50 in µM. 310,000 compounds, 0.33% hits; in the data active = a potency from the dose series; inconclusive = inhibition mostly from about 25% at the one dose, without a potency; inactive = the rest, 99 in 100 with inhibition below about 19%;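 note: 0% = induced wells with vehicle and 100% = uninduced wells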
H37Rv inhibition = M. tuberculosis growth inhibition, HTS (AID 449762). inhibition, % at 25 µM, or IC50 in µM where a hit was titrated. 330,000 compounds, 0.59% hits. M. tuberculosis H37Rv growth inhibition, 7H9 media; higher % means a stronger effect; in the data active = a potency from the dose series; inconclusive = inhibition above about 70% without an active follow-up result;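 note: bacterial growth assessed after seven days of incubation; strong numbers were not always called active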
H1N1 NS1A inhibition = H1N1 influenza NS1A inhibitors, functional cell based assay (AID 504329); inhibition, % at 12.5 µM, or IC50 in µM where a hit was titrated; 340,000 compounds, 0.3% hits; NS1A functional cell-based assay, percent inhibition; higher % means a stronger effect; in the data active = a potency from the dose series; inconclusive = inhibition above about 27% without an active follow-up result; note: strong numbers were not always called active
VEEV TC-83 Vero 10K pilot screen = recorded beside VEEV TC-83 Vero, whose call it bears; inhibition, %; measured here: 10K pilot screen inhibition
An asterisk follows results filed as active; i = inactive; ? = inconclusive; . = no result given.

SMILES	VEEV TC-83 Vero	tuberculosis growth	Salmonella PhoP GFP	H37Rv inhibition	H1N1 NS1A inhibition	others
CNC(=O)c1cn(-c2ccc(Cl)cc2)c(=O)c2ccccc12	0.7%	-3.6%	7.3%	-3.7%	0.3%	VEEV TC-83 Vero 10K pilot screen=0.4
O=CN1CCN(C(=O)c2cccc([N+](=O)[O-])c2)CC1	i	4.7%	-2.5%	-2.9%	-0.9%
O=C(CN(c1ccc(F)cc1)S(=O)(=O)c1ccccc1)NC1CCCCCC1	1.2%	-11.7%	-5.1%	-18.1%	3.6%
Cc1cccc(NC(=O)CSCC(=O)Nc2ccc(S(=O)(=O)N3CCOCC3)cc2)c1	2.4%	-14.5%	-2.5%	-7.0%	-0.1%
CCOc1ccc(C2C3=C(CCCC3=O)OC(N)=C2[N+](=O)[O-])cc1 (centres undefined)	?	-8.4%	6.9%	1.2%	-22.6%
FC(F)(F)c1cccc(CON=C2CCN(c3ncc(C(F)(F)F)cc3Cl)CC2)c1	i	.	-3.1%	-7.2%	-9.2%
O=C1NC(=O)/C(=C/c2cccc(O)c2)N1	0.3%	-14.2%	-3.7%	4.8%	1.8%
COc1cccc(OC)c1C(=O)Nc1ccc(C)cc1C(=O)c1ccccc1	9.7%	-9.7%	-1.1%	1.2%	-2.7%
O=C(NC1CCN(Cc2ccccc2)CC1)c1ccccc1OCc1ccccc1Cl	3.1%	48.9%	-12.4%	?	2.4%
COc1ccc(N2CCN(C(=O)CN3C(=O)c4ccccc4S3(=O)=O)CC2)cc1	i	-4.7%	-5.6%	0.2%	2.7%

Continued (three carried over from the part before).
SMILES	VEEV TC-83 Vero	tuberculosis growth	Salmonella PhoP GFP	H37Rv inhibition	H1N1 NS1A inhibition	others
COc1cccc(OC)c1C(=O)Nc1ccc(C)cc1C(=O)c1ccccc1	9.7%	-9.7%	-1.1%	1.2%	-2.7%
O=C(NC1CCN(Cc2ccccc2)CC1)c1ccccc1OCc1ccccc1Cl	3.1%	48.9%	-12.4%	?	2.4%
COc1ccc(N2CCN(C(=O)CN3C(=O)c4ccccc4S3(=O)=O)CC2)cc1	i	-4.7%	-5.6%	0.2%	2.7%
CCOC(=O)c1c(CSc2ccccc2)oc2cc(Br)c(O)c(CN(C)C)c12	8.7%	32.9%	4.9%	2.6%	-14.1%
O=C(COC(=O)c1cnccn1)Nc1cccc2ccccc12	0.1%	-4.3%	9.9%	-6.5%	-1.5%
Cc1ccc(NC(=O)c2cc([N+](=O)[O-])ccc2NCc2cccnc2)cc1	1.9%	10.9%	1.3%	-4.0%	1.6%
O=C(CCn1c(=S)oc2ccccc21)Nc1cccc(O)c1	1.4%	-0.4%	0.7%	-2.2%	8.3%
C/C(=N\Nc1cc(C)nc(-c2ccccc2O)n1)c1ccccc1	5.1%	25.0%	2.9%	?	4.5%
COc1ccc(-c2cc(C(=O)N(C)Cc3cccc(OC)c3OC)c3ccccc3n2)cc1OC	9.0%	10.8%	9.5%	1.7%	5.1%
O=C(COC(=O)c1ccc(S(=O)(=O)NCc2ccco2)cc1)NCc1ccc(F)cc1	1.6%	1.4%	.	13.2%	3.9%
CC(C)CCc1noc(CN(CC2CCC2)CC2CCCO2)n1 (centres undefined)	i	-0.8%	2.3%	-1.9%	5.7%
CCOC(=O)c1cc(S(=O)(=O)Nc2ccc(F)cc2F)cn1C	0.4%	17.4%	-10.8%	5.1%	1.2%
COc1cc(OC)nc(S(C)(=O)=O)n1	1.4%	-8.1%	-3.4%	-0.1%	-1.4%
COc1ccc(NC(=O)CSc2ccccc2)cc1S(=O)(=O)N1CCOCC1	1.6%	-0.8%	-2.1%	9.2%	23.8%
COC(=O)COc1c(Cl)cc(C(c2c(C)[nH][nH]c2=O)c2c(C)[nH][nH]c2=O)cc1OC	0.6%	13.1%	0.0%	0.6%	0.2%
Cc1sc2nc(SCC(=O)NCc3ccco3)n(CCc3ccccc3)c(=O)c2c1C	9.0%	3.9%	0.2%	-4.2%	7.0%
CCCCC(=O)Nc1ccc(NC(=O)c2ccc(C)c([N+](=O)[O-])c2)cc1OC	3.5%	2.6%	-5.0%	-9.5%	-7.5%
Cc1ccccc1NC(=O)c1c(-c2ccccc2)noc1C	i	11.0%	1.7%	-5.8%	2.8%
COCCc1nnc(NC(=O)C23CC4CC(CC(C4)C2)C3)s1	0.2%	3.0%	-0.3%	3.7%	-10.4%
COc1ccc(C(C)=O)cc1CN1C(=O)NC2(CCCCC2)C1=O	0.8%	30.4%	-20.0%	0.0%	7.2%
O=C(CN(C1CCCCC1)S(=O)(=O)c1ccccc1)NCC1CCCO1 (centres undefined)	0.8%	.	.	.	-3.9%
COc1ccc(C)cc1NC(=O)COC(=O)CCC(=O)c1cccs1	1.1%	35.6%	.	3.6%	-16.4%
CCc1ccc(N(CC(=O)Nc2ccc(OC)cc2OC)S(C)(=O)=O)cc1	6.2%	2.0%	-9.4%	-1.0%	2.4%
C=CCc1cccc(OC)c1OCCOCCNCCO	i	-4.7%	-1.2%	-14.2%	-1.4%
Cc1nn(-c2ccccc2)c(C)c1/C=C1\C(=O)N(C)C(=S)N1C	4.4%	15.8%	-7.8%	1.0%	2.7%
Cc1ccc(C(=O)/C=C/Nc2ccc(S(=O)(=O)Nc3cc(C)nc(C)n3)cc2)cc1	5.6%	62.9%	-8.9%	4.2%	-8.8%
COc1cc(C(=O)Nc2nccs2)ccc1OCc1c(C)noc1C	6.2%	13.9%	-2.6%	28.2%	2.1%
O=C(CCC1CCCN(C(=O)c2ccc(F)c(F)c2)C1)N1CCN(c2ccccn2)CC1 (centres undefined)	1.6%	-3.7%	-4.5%	2.7%	1.5%
COC(=O)CC1SCCNC1=O (centres undefined)	0.1%	3.4%	-1.3%	-4.9%	-2.4%
CCCn1c(SCC(N)=O)nnc1C(C)C	1.5%	-7.0%	-2.0%	-3.9%	-2.2%
CC(=O)N1CCOc2ccc(S(=O)(=O)NCC3CCC(C(=O)Nc4ncccc4C)CC3)cc21 (centres undefined)	i	4.5%	8.6%	-0.7%	-2.9%
Cc1nc2cc(NC(=O)NCc3ccco3)ccc2o1	0.2%	-1.2%	-1.9%	-6.7%	4.1%
COc1ccc(C2C(C(=O)N3CCC4(CC3)OCCO4)CC(=O)N2c2ccc(OC)cc2)cc1 (centres undefined)	1.4%	-19.7%	30.5%	-2.2%	5.7%
Cc1nc(-c2ccc(F)cc2)c(CC(=O)Nc2ccc(C)c(S(=O)(=O)N3CCOCC3)c2)s1	i	42.6%	0.8%	-4.8%	0.1%
CCC(C(=O)OCC(=O)Nc1cccc(OC)c1)c1ccccc1 (centres undefined)	1.5%	63.1%	-2.1%	0.5%	-8.5%
COC(C[C@@H](O)[C@@H](C)[C@@H](O)COCc1ccccc1)OC	0.2%	.	.	.	0.3%
O=c1[nH]c(O)c(N=Nc2ccc(Cl)c(S(=O)(=O)Nc3ccccc3Cl)c2)c(=O)[nH]1	5.2%	18.1%	.	0.3%	-6.5%
COc1cc(/C=C2/NC(=O)N(Cc3ccccc3F)C2=O)cc(OC)c1OC	9.4%	22.1%	-16.1%	-3.9%	-1.4%
Cc1cccc(C(=O)Nc2nnc(-c3cccnc3)o2)c1	1.4%	7.46µM*	18.3%	?	6.0%
Cc1ccc(-c2nc(CS(=O)CC(=O)NC3CCCCC3)c(C)o2)cc1 (centres undefined)	0.9%	19.8%	7.5%	-0.9%	5.3%
CCc1cc(C(=O)Cc2cnn(-c3ccccc3)c2)c(O)cc1O	i	1.3%	-2.8%	-15.0%	4.6%
Cc1cccc(NC(=O)c2ccc3c(c2)C(=O)N(c2ccccn2)C3=O)c1C	1.1%	-9.9%	-3.5%	7.0%	4.2%
O=C(CC(NC(=O)c1ccccc1Cl)c1ccccc1)NC1=NCCS1 (centres undefined)	0.2%	23.3%	-7.6%	2.0%	0.1%
O=C(CCc1ccc(Oc2cc([N+](=O)[O-])cc([N+](=O)[O-])c2)cc1)N1CCCCC1	i	4.85µM*	2.5%	?	17.2%
CCOc1cc(/C=C2/COc3ccccc3C2=O)ccc1OCC(=O)N(C)C	1.6%	.	.	.	6.2%
N#CC1=C2SCN(Cc3ccccc3)CN2C(=O)CC1c1cccs1 (centres undefined)	1.6%	6.1%	-1.7%	-5.3%	-2.6%
CC(=O)c1ccc(NC(=O)C2(c3ccccc3)CCOCC2)cc1	1.5%	-13.0%	5.5%	-3.4%	1.8%
COc1ccc(C(=O)C2CCN(C(=O)c3ccco3)CC2)cc1	0.6%	-7.5%	1.8%	-2.3%	3.2%
COc1ccc2[nH]c3c(c2c1)CCN1C(=O)N([C@@H](C)C(=O)NCc2ccccc2OC)C(=O)[C@]31C	7.0%	59.3%	1.8%	2.4%	6.4%
CCOC(=O)C1=C(c2ccccc2)c2ccc(OC)cc2N(S(=O)(=O)C(F)(F)F)C1C(=O)OCC (centres undefined)	7.7%	.	.	.	-12.5%
CC(OC(=O)CNC(=O)c1ccc(Cl)c(Cl)c1)C(=O)N1CCOCC1 (centres undefined)	1.5%	-8.0%	1.2%	-1.4%	-15.1%
Cc1cc(NC(=O)CSc2nnc(C3CC3)n2C)no1	5.8%	2.3%	-1.9%	-7.1%	-16.7%
CS(=O)(=O)N1CCC(C(=O)NCC2CCCO2)CC1 (centres undefined)	i	-9.1%	-0.6%	-3.9%	-2.4%

Looked up by structure from the list above (three):
SMILES	VEEV TC-83 Vero	tuberculosis growth	Salmonella PhoP GFP	H37Rv inhibition	H1N1 NS1A inhibition	others
COc1ccc(C(=O)C2CCN(C(=O)c3ccco3)CC2)cc1	0.6%	-7.5%	1.8%	-2.3%	3.2%
CCOc1cc(/C=C2/COc3ccccc3C2=O)ccc1OCC(=O)N(C)C	1.6%	.	.	.	6.2%
CC(OC(=O)CNC(=O)c1ccc(Cl)c(Cl)c1)C(=O)N1CCOCC1 (centres undefined)	1.5%	-8.0%	1.2%	-1.4%	-15.1%

Going on with the list:
SMILES	VEEV TC-83 Vero	tuberculosis growth	Salmonella PhoP GFP	H37Rv inhibition	H1N1 NS1A inhibition	others
CCCCCc1nnc(NC(=O)Cc2ccc([N+](=O)[O-])cc2)s1	0.9%	8.5%	-9.5%	-5.4%	0.6%
C[C@H](NS(=O)(=O)c1ccccc1)C(=O)N1CCN(C(c2ccccc2)c2ccccc2)CC1	i	35.9%	.	2.8%	2.8%
CC(=NCC1CCCO1)C1=C(O)CC(C)(C)CC1=O (centres undefined)	i	-9.3%	6.5%	2.2%	6.5%
Cc1ccc(N=Cc2sc(O)c3ccccc23)c(C)c1	i	4.2%	-14.8%	-8.0%	-4.4%
CCCN(CCC)S(=O)(=O)c1ccc(C(=O)N2CCCc3ccccc32)cc1	i	32.6%	-15.2%	-7.2%	-7.4%
COc1ccc(N2C(=O)c3cccc4cc(Br)cc(c34)C2=O)cc1	0.2%	7.5%	-7.6%	-4.2%	10.7%
C=CCn1c(SCC(=O)N2CCCCC2)nc(O)cc1=O	i	1.8%	-5.2%	-8.4%	6.1%
O=C(Cc1cccs1)NCCc1ccc(F)cc1	i	0.4%	5.8%	-4.6%	0.8%
Cc1ccc(S(=O)(=O)NCCCNC(=O)OCc2ccccc2)cc1	0.3%	.	.	.	0.5%
Cc1ccc(NC(=O)Cc2ccc(F)cc2)cc1	1.0%	33.4%	24.5%	-3.8%	-0.2%
Cc1ccc(-c2cc(C(=O)NCCc3ccccn3)c3ccccc3n2)c(C)c1	12.7%	50.0%	-2.2%	10.2%	-10.9%
COC(=O)C1CC2=C(CCCC2=O)N(c2ccccc2)C1=O (centres undefined)	i	.	.	.	-3.5%
O=C(Cc1ccc([N+](=O)[O-])cc1)NCCc1ccc2c(c1)OCO2	2.9%	.	.	.	11.8%
COCCCN=C1NN=C(c2cc(C)n(Cc3ccccc3Cl)c2C)CS1	7.2%	50.9%	1.3%	?	5.0%
O=C(O)CP(=O)(O)c1ccc(Cl)cc1	i	3.2%	-0.7%	5.7%	0.8%
O=C(Nc1ccc(Cl)cc1)OC(CN1CCCCC1)C(F)(F)F (centres undefined)	4.6%	10.5%	3.4%	0.5%	-15.8%
O=C(CSCc1ccc(Cl)cc1)N/N=C/c1ccc(Cl)cc1Cl	9.2%	-5.0%	-2.8%	0.8%	-0.3%
COc1ccc(C(CNC(=O)c2ccc(NS(=O)(=O)c3ccc(F)c(C)c3)cc2)N2CCOCC2)cc1 (centres undefined)	5.4%	16.3%	-2.0%	-5.2%	-3.6%
CC(O)Cc1cn(CC(=O)N2CCN(C(=O)OC(C)(C)C)CC2)nn1 (centres undefined)	0.5%	-18.1%	7.8%	5.9%	-5.6%
